# Screening data (PubChem)
# Shiga inhibitor = inhibitors of Shiga toxin in Vero cells; Vero cells, Shiga toxin protein synthesis inhibition reporter; inhibition, % at 38.7 µM; actives 9.2% (n = 290,000); in the data active = inhibition mostly above about 28%, no sharp cut-off; inactive = mostly below about 43%; also: 0% is about no effect
# Pf growth 96h = P. falciparum growth inhibition at 96 hours | actives 6.9% (n = 320,000) | P. falciparum luciferase reporter growth, 96 h | Potency, µM (top dose mostly 28.7 µM), inactives show top-dose activity change, negative = inhibition, usual class: inhibitors; also: potency is read from the fitted curve at half-maximal effect; % is scaled to controls: 0 for no effect and ±100 for the full control effect
#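 Compounds incubated with erythrocytes infected by luciferase-expressing P. falciparum (2% hematocrit, 0.05% parasitemia final) for 96 hours, 37 C in 5% CO2. Growth inhibition scored as decreased luciferase luminescence.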
# CHX counter = counter-screen hit for Shiga toxin inhibitors, cycloheximide. cell reporter, cycloheximide protein synthesis inhibition counterscreen. max response, %. actives 12% (n = 300,000); in the data active = max response mostly above about 13%, no sharp cut-off; inactive = mostly below about 14%; also: read at 38.3 µM for the half of the compounds with a filed dose; 0% is about no effect
# HCV inhibitor = inhibitors of hepatitis C virus infection; Huh7.5.1 HCVcc-Cre infection, luciferase reporter, 44 h; Potency, µM (top dose mostly 41.8 µM), without a hit: top-dose activity change, negative = inhibition, usual class: inhibitors; actives 3.4% (n = 340,000); AID 651820; also: potency is read from the fitted curve at half-maximal effect; % is scaled to controls: 0 for no effect and ±100 for the full control effect
#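 Antiviral activity was scored by luciferase reporter output from cells infected with HCVcc-Cre (~0.5 moi) in presence of compound, 44 h infection period, cells seeded 1,000/well 4 h prior.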
# Giardia FBPA inh = Giardia lamblia aldolase inhibition; A8B2U2; purified Giardia FBPA; AID 2451; actives 0.71% (n = 290,000); Potency, µM (titrated, usually from 59.6 µM), for inactives: at the top dose activity, negative = inhibition, hits mostly inhibitors; also: potency is read from the fitted curve at half-maximal effect; % is scaled to controls: 0 for no effect and ±100 for the full control effect; nearly all actives have a fitted effect of over 55% in size
# Target sequence (A8B2U2 whole entry, looked up): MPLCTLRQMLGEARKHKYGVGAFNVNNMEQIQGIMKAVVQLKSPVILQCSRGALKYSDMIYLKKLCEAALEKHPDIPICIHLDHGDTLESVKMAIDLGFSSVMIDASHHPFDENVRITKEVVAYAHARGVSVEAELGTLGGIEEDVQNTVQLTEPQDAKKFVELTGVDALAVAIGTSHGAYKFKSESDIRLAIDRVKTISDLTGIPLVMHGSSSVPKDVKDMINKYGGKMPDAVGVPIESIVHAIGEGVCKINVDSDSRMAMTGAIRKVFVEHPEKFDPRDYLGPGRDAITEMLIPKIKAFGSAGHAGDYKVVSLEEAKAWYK
#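 Giardia FBPA (40 nM reagent) was preincubated 10 min at RT with compound (up to 57.5 uM final), then substrate plus GAPDH/TPI/NAD/arsenate coupling system with diaphorase/resazurin was added; resorufin fluorescence (525/598 nm) was read after 20 min.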
# Pf growth 48h = P. falciparum growth inhibition at 48 hours (one generation). P. falciparum luciferase growth in erythrocytes, 48 h. Potency, µM (top dose mostly 28.7 µM), inactives show at the highest dose activity change, negative = inhibition, most hits filed as inhibitors. AID 504832. actives 5.9% (n = 310,000); also: potency is read from the fitted curve at half-maximal effect; % is scaled to controls: 0 for no effect and ±100 for the full control effect
#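 Luciferase-expressing P. falciparum in infected erythrocytes (2% hematocrit, 0.1% parasitemia final) in RPMI 1640/0.5% Albumax were exposed to compound for 48 hours at 37 C, 5% CO2; growth read as luminescence.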
# Active calls of the source: *; ? = inconclusive; . = no result given; [ ] = dose if it differs, or a comment. Unless noted, calls follow the shape of the dose curve; as a rule, active = well fitted curve in the direction sought with a large enough effect; inconclusive = small, poorly fitted or top-dose-only effect, or another doubt; inactive = no such curve, though single readings can be large; an effect the other way counts as inactive or inconclusive.
SMILES,Shiga inhibitor,Pf growth 96h,CHX counter,HCV inhibitor,Giardia FBPA inh,Pf growth 48h
CCOc1ccccc1C(=O)N(C)Cc1cc2ccccc2[nH]c1=O,-14,-5%,-3,4%,9%,-2%
Cc1cccc(C)c1NC(=O)N1C2CCC1CC(O)(c1cccnc1)C2 (configuration not stated),-14,-25%,0,-4%,1%,5%
Cc1nc2sc(C(c3ccc(C(C)C)cc3)N3CCN(CCO)CC3)c(O)n2n1 (configuration not stated),-10,?,1,18%,1%,?
COc1ccc(CNC(=O)C(OC(=O)c2nsc(Cl)c2Cl)C(C)C)cc1 (configuration not stated),-8,-11%,-1,5%,0%,11%
CCN(CC(=O)NCc1ccc2c(c1)OCO2)S(=O)(=O)c1ccc(F)cc1,-6,-5%,4,-6%,0%,6%
COc1ccc(/C=N/OCc2ccccc2C#N)c(OC)c1,71*,135%[activator],38*,?,3%,49%[activator]
CCC1(C)Cc2ccccc2-c2nc3n(c(=O)c21)CCS3 (configuration not stated),-5,?,-3,?,-4%,?
COc1ccccc1CC(=O)NC(=O)c1ccccc1O,-4,-25%,4,23%,2%,.
CC(C(=O)NCc1ccc(F)cc1)n1ccc2cc(S(=O)(=O)N3CCCC3)ccc21 (configuration not stated),7,?,-2,11µM*,6%,?
C=CCn1c(SCC(=O)c2ccc(CNC(C)=O)o2)nc2ccccc2c1=O,-3,15µM*,1,-10%,-15%,.
O=C1/C(=C/c2cccc([N+](=O)[O-])c2)CCc2ccccc21,57*,?,59*,3%,11%,34%[activator]
Cn1c(O)c(C(c2ccccn2)c2c(O)n(C)c(=S)[nH]c2=O)c(=O)[nH]c1=S,-9,19%,-1,17%,18µM*,6%
COc1ccc(N(C(=O)CS(=O)CC(=O)Nc2ccc(F)cc2)C(C(=O)NC2CCCCC2)c2cccs2)cc1 (configuration not stated),-14,?,-5,4%,-3%,-11%
O=C(O)CP(=O)(O)c1ccc(Cl)cc1,-3,65%[activator],-1,21%,-3%,39%[activator]
Cc1cccc(C)c1NC(=S)NC1CCCCC1,-6,10µM*,8,-5%,3%,-21%
CSc1nc2ccc3nc(NC(=O)c4ccc(Cl)s4)sc3c2s1,13,24%,-2,-22%,3%,20%
Cc1ccc(C)c(CN2C(=O)CSc3ccc(C(=O)NCC(C)CN4CCC(C)CC4)cc32)c1 (configuration not stated),-4,14%,-3,?,.,?
Cc1ccc(Cl)cc1NC(=O)c1cccc(OC(F)F)c1,10,-1%,9,-19%,-10%,.
CCCn1nnc(NCc2ccc(OCc3cccs3)c(OC)c2)n1,-14,-22%,3,?,16%,-30%
COC(=O)c1cn(Cc2c(C)cc(C)cc2C)nn1,-4,?,-2,8%,11%,?
Nc1cc(=O)[nH]c(SCC(=O)NNC(=O)c2ccccc2)n1,.,26%,.,9%,.,28%
COCCn1nnnc1CN1CCC(Cc2ccccc2)CC1,-4,2.6µM*,1,5%,-9%,-15%
Cc1cc(C(=O)N/N=C2\CC(=O)c3ccccc32)c(C)n1-c1ccc(F)cc1,41*,2.3µM*,23*,-29%,-22%,4.7µM*
COc1ccc(S(=O)(=O)N2CCOCC2)cc1NC(=O)CCNC(=O)c1ccc(Cl)cc1,.,?,.,?,.,?

# Looked up by structure from above, 2 records:
SMILES,Shiga inhibitor,Pf growth 96h,CHX counter,HCV inhibitor,Giardia FBPA inh,Pf growth 48h
CSc1nc2ccc3nc(NC(=O)c4ccc(Cl)s4)sc3c2s1,13,24%,-2,-22%,3%,20%
CCCn1nnc(NCc2ccc(OCc3cccs3)c(OC)c2)n1,-14,-22%,3,?,16%,-30%

# (more compounds)
SMILES,Shiga inhibitor,Pf growth 96h,CHX counter,HCV inhibitor,Giardia FBPA inh,Pf growth 48h
CCCOc1cccc(C(=O)NC(=S)Nc2ccc(N3CCN(C)CC3)cc2)c1,13,-1%,7,?,-2%,?
CC(C)C(=O)NC(=S)Nc1ccccc1F,41,?,2,8%,1%,42%[activator]
CCCN1CC(O)=C(C#N)C1=O,20,3%,24,25%,-14%,2%
COC(=O)c1ccccc1NC(=O)c1cccc(NC(=O)c2ccc(Br)o2)c1C,10,3%,-2,?,4%,?
Cc1ccc(Cn2cc(CCC(=O)O)c3ccccc32)cc1,-1,4.7µM*,-1,1%,17%,.
CC1=NN(c2ccc(C(=O)O)c(N)c2)C(=O)C1,-3,54%,10,21%,7.1µM*,52%[activator]
CCOC(=O)Cc1csc(N/N=C/c2cccc([N+](=O)[O-])c2)n1,-5,-10%,16,?,17%,24%
O=C(O)C1CCCN(S(=O)(=O)Cc2ccccc2)C1 (configuration not stated),5,2.3µM*,-1,14%,0%,38%
Clc1ccc(CNCCc2ccc3c(c2)OCO3)cc1,-3,-9%,2,-4%,-28%,11%[0.00184 µM]
CCOc1ccc(N(CC(=O)NCC2CCCO2)C(=O)CCC(=O)Nc2ccccn2)cc1 (configuration not stated),-2,?,-3,13%,0%,?
COc1ccc([N+](=O)[O-])cc1NC(=O)CN(C)S(=O)(=O)c1ccccc1,24,?,-3,?,-5%,-9%
CCCc1nnc(NC(=O)CCC(=O)NC2CCCCCC2)s1,5,?,-6,12%,.,12%
C=CCSc1nc(N)c(C(=O)Nc2ccccc2C)cc1C(N)=O,-7,-19%,1,?,-13%,-6%
CC(=O)Nc1ccc(C(=O)n2cnc3cc(C)c(C)cc32)cc1,-17,23%,12,-8%,7%,.
CCc1c(C)[nH]c2ccccc2c1=O,-20,102%[activator],-3,-23%,-3%,1.7µM*
Cc1c(Cl)ccc2c(C(=O)O)cc(-c3ccccc3)nc12,6,?,-3,8%,15%,?
CCOC(=O)C(NC(=O)c1cccc(Cl)c1)(OCc1ccc(F)cc1)C(F)(F)F (configuration not stated),8,?,4,-1%,-12%,?
Cc1cccc(C)c1NC(=O)CS(=O)CC(=O)Nc1ccc(N2CCOCC2)cc1 (configuration not stated),-4,34%[activator],-5,5%,-6%,15%
O=C(COC(=O)c1ccncc1)Nc1cc(Cl)c(Cl)cc1Cl,-7,58%[activator],-2,.,3%,38%[activator]
COc1cc(OC)cc(-c2cc(NC(C)=O)n[nH]2)c1,1,39%[activator],11,3%,0%,8%
Cc1ccc(C)c(S(=O)(=O)N2CC(=O)N(CCc3ccccc3)C(=O)C2)c1,-10,-12%,-3,23%,2%,-2%
O=C(CCc1nc(-c2ccccc2)no1)NCc1cccnc1,20,.,6,-10%,2%,11%
CCOc1ccc(N(CC(=O)Nc2cccc(C)c2)S(C)(=O)=O)cc1,86*,?,54*,-10%,15%,44%[activator]
COC(=O)c1ccc(CSc2nc3ccccc3c(=O)n2-c2ccc(OC)c(OC)c2)o1,-18,.,-3,10µM*,-3%,8.3µM*
O=C(CN1CCN(C/C=C/c2ccccc2)CC1)Nc1ccccc1C(=O)NC1CC1,-4,?,-2,11%,?,?
NCC1CC2c3ccccc3C1c1ccccc12 (configuration not stated),-4,0%,-5,-2%,1%,-4%
CC(=O)NCCNC(=O)C1CCCCN1S(=O)(=O)c1ccccc1 (configuration not stated),-3,0%,-2,22%,4%,16%
O=C(COc1ccc(Cl)cc1Cl)Nc1c(-c2cccs2)nc2ccccn12,30,71%[activator],13*,-20%,0%,44%[activator]
COCc1nnc(NC(=O)c2cc3ccccc3o2)s1,58*,?,18*,17%,.,80%[activator]
COC(=O)/C(=C/c1ccc(F)cc1)NC(C)=O,-3,-18%,-3,3%,5%,19%
C=CCN(C(=O)c1csnn1)C(C(=O)NCc1ccccc1)c1cccs1 (configuration not stated),-5,25%,-2,2%,-3%,18%
O=c1oc2ccccc2nc1/C=C(O)/C=C/c1ccc(F)cc1,85*,?,44*,9%,-22%,-8%
CCCOC(=O)Cn1c(=O)c2cc3c(=O)n(CC(=O)OCCC)c(=O)c3cc2c1=O,20,4%[5.75 µM],-2,10%,12%,-8%
COc1ccc(Cl)cc1NC(=O)c1cc(-c2ccco2)on1,-6,308%[activator],-4,-27%,-4%,36%[activator]
CNC(=O)COc1ccc(S(=O)(=O)N2CCCC2)cc1,-8,?,2,20%,3%,9%

# Record cards (already shown). Screens in order: Shiga inhibitor | Pf growth 96h | CHX counter | HCV inhibitor | Giardia FBPA inh | Pf growth 48h
# CC(=O)Nc1ccc(C(=O)n2cnc3cc(C)c(C)cc32)cc1 as listed: -17 | 23% | 12 | -8% | 7% | .
# NCC1CC2c3ccccc3C1c1ccccc12 (configuration not stated) as listed: -4 | 0% | -5 | -2% | 1% | -4%
# CC(C(=O)NCc1ccc(F)cc1)n1ccc2cc(S(=O)(=O)N3CCCC3)ccc21 (configuration not stated) as listed: 7 | ? | -2 | 11µM* | 6% | ?
# Cc1cccc(C)c1NC(=O)CS(=O)CC(=O)Nc1ccc(N2CCOCC2)cc1 (configuration not stated) as listed: -4 | 34%[activator] | -5 | 5% | -6% | 15%
# COc1ccc([N+](=O)[O-])cc1NC(=O)CN(C)S(=O)(=O)c1ccccc1 as listed: 24 | ? | -3 | ? | -5% | -9%
